Assay outcomes as filed in PubChem BioAssay.
CSN inh: inhibitors of CSN-mediated cullin deneddylation, primary screen, biochemical, fluorescence polarization, uHTS; COP9 signalosome complex subunit 5 (Homo sapiens), Q92905; Purified CSN, SCF-Nedd8-OG deneddylation; inhibition, % at 12.5 µM; 360,000 compounds, 0.38% hits;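 active = pattern-corrected inhibition above about 35%, with an unprinted fluorescence ratio check between 0.5 and 1.5, limit read from the data, passing the limit was not always enough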;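 note: 0% = enzyme with substrate and 100% = substrate without enzyme; some results filed as inactive read as strong as hits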
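Material: human Csn5 produced in HEK293T cells; Input: enzyme 0.24 nM; Reagent: SCFSkp2-Nedd8OG substrate at 10 nM final; Dosing: 12.5 µM compound; Incubation: 90 min reaction at room temperature; Detection: fluorescence polarization of the substrate; Evaluation: % inhibition of substrate cleavage by Csn5; Control set: substrate-only high control, full reaction low control.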
Rin1-Abl PPI inh: inhibitors of Rin1-Abl protein binding, primary screen, biochemical, TR-FRET. 360,000 compounds, 0.4% hits. Tyrosine-protein kinase ABL1 (Homo sapiens) + Ras and Rab interactor 1 (Homo sapiens), …. inhibition, % at 7.35 µM. AID 588664, 2011; in the data active = inhibition above about 5%, passing the limit was not always enough
PABP1 MLLE inh: inhibitors of PABP1 MLLE–PAM2 peptide binding, primary screen, biochemical, fluorescence polarization, FITC-PAM2, GST-MLLE; Polyadenylate-binding protein 1 (Homo sapiens), P11940; inhibition, % at 20 µM; 360,000 compounds, 0.36% hits; AID 588489, 2011; in the data active = inhibition above about 35%, passing the limit was not always enough;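 note: plate controls were DMSO wells with GST-MLLE for no effect and wells lacking GST-MLLE protein for full effect; some results filed as inactive read as strong as hits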
MT1-MMP act inh: blockers of MT1-MMP proenzyme processing, primary screen, HT1080 RFP-PRO-GFP cells, GFP/RFP fluorescence; Matrix metalloproteinase-14 (Homo sapiens), P50281; GFP/RFP ratio fluorescence, overnight; percent of plate control window, DMSO zero; GFP/RFP ratio change, % at 20 µM; 360,000 compounds, 0.061% hits;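 active = GFP/RFP ratio change of at least 30% with cell ATP level not reduced by more than half and red fluorescence within 50% of control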; note: strong numbers were not always called active
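Assay system – RFP-PRO-GFP reporter HT1080 cells · Compound dosing – single dose of 20 µM compound, 1% DMSO final · Incubation – overnight compound exposure at 37 °C · Measure – GFP/RFP fluorescence ratio · Benchmarks – DMSO wells and RFP-L50D-GFP cells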
Neddylation inh: inhibitors of cullin neddylation, primary screen, biochemical, TR-FRET, uHTS, NAE and Ubc12. NEDD8-conjugating enzyme Ubc12 (Homo sapiens) + NEDD8-activating enzyme E1 regulatory …. calls only at 25 µM. 360,000 compounds, 0.58% hits; in the data active = inhibition above about 36%
Target sequence (P61081 whole entry, looked up): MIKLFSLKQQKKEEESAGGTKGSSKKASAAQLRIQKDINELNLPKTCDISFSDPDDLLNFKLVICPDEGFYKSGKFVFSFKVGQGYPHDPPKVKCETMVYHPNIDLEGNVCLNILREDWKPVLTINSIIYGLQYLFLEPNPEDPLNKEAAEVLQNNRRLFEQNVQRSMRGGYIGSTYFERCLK
Target sequence (Q13564 whole entry, looked up): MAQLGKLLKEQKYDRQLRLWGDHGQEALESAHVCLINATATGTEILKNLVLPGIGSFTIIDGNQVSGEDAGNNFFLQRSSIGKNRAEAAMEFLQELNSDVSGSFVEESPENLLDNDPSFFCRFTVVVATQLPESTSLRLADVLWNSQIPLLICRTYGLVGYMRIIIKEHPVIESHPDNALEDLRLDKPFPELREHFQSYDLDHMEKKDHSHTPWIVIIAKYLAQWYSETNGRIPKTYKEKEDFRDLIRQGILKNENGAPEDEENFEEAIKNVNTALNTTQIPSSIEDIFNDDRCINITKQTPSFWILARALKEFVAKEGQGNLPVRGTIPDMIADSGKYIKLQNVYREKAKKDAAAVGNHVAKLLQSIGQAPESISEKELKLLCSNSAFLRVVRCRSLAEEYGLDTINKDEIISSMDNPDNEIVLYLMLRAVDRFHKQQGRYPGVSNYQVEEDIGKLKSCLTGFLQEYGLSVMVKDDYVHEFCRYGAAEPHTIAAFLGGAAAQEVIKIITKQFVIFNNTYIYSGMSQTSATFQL
SKN-1 inh: suppressors of acrylamide-induced Pgst-4::GFP reporter in worms, primary screen, SKN-1 inhibitor project, whole organism, uHTS, GFP/RFP fluorescence ratio, strain VP596 | inhibition, % at 21.8 µM | C. elegans VP596 Pgst-4::GFP/RFP ratio, 24 h | 360,000 compounds, 0.49% hits;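 active = interference check ratio from 0.5 to 1.5 plus GFP to RFP signal ratio inhibition reaching or exceeding a fixed threshold, cut at about 30% in these data, passing the limit was not always enough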; note: some compounds called inactive have numbers as strong as hits
Rpn11 inh: Rpn11 (PSMD14) deubiquitinase inhibitors, primary screen, biochemical, fluorescence polarization, uHTS; 26S proteasome non-ATPase regulatory subunit 14 (Homo sapiens), O00487; human 26S proteasome, Ub4-pepOG fluorescence polarization; 20S core pre-blocked with epoxomicin; calls only at 20 µM; 360,000 compounds, 0.59% hits; AID 588493, 2011;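 active = inhibition at 20 µM, scaled to each plate's controls, above about 33%, limit read from the data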
Target sequence (O00487 whole entry, looked up): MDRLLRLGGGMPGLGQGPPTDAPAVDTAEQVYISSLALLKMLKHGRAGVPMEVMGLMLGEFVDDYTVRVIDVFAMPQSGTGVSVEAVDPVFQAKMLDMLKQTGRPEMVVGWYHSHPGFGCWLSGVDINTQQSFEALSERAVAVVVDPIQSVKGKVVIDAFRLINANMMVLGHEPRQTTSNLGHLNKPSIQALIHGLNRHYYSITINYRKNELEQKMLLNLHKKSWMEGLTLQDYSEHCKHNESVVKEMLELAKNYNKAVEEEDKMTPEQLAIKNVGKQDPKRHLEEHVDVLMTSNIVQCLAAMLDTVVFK
FAS TE block: FAS thioesterase domain inhibitors, primary screen, biochemical, fluorescence intensity, uHTS; recombinant FAS-TE, OMFH fluorogenic substrate, fluorescence endpoint; inhibition, % at 15 µM; Fatty acid synthase (Homo sapiens), P49327; 360,000 compounds, 0.67% hits;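 active = compounds whose normalised, plate-corrected inhibition of enzyme fluorescence in the single-dose primary screen is 50% or more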;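 note: 0% = DMSO with enzyme and 100% = substrate without enzyme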
NadD block: inhibitors of S. aureus NadD, primary screen, biochemical, colorimetric, uHTS; Nicotinate-nucleotide adenylyltransferase NadD (Staphylococcus aureus N315); purified NadD enzyme, colorimetric absorbance read-out; inhibition, % at 20 µM; 360,000 compounds, 0.78% hits; AID 602399, 2012; in the data active = inhibition above about 26%; note: some compounds past the cut are filed as inactive
* marks the source's active call; other numbers are inactive results; i = inactive; nt = no result given; & = joins results of further samples.

no.	canonical_smiles	CSN inh	Rin1-Abl PPI inh	PABP1 MLLE inh	MT1-MMP act inh	Neddylation inh	SKN-1 inh	Rpn11 inh	FAS TE block	NadD block
1	COCC(C)n1c(C)cc(C(=O)COC(=O)c2cnc(Cl)c(Cl)c2)c1C (centres undefined)	4	1	3	-8	i	-5	i	17	-6
2	N#CCCN1CCN(S(=O)(=O)c2ccc(S(=O)(=O)NC3CCCCC3)cc2)CC1	2	-2	-2	-2	i	-4	i	2	2
3	O=C(CN1CCN(c2ccc(O)cc2)CC1)Nc1cc(S(=O)(=O)N2CCCC2)ccc1Cl	-2	-1	10	-2	i	-3	i	-25	7
4	N#C/C(=C\c1ccc(N2CCOCC2)o1)c1nc2ccccc2[nH]1	-21	-1	i	-81	i	45	nt	-175	4
5	COc1ccc(Cn2cccc(NC(=O)Nc3cccc(OC)c3)c2=O)cc1	2	4	0	-17	i	-16	i	10	-4
6	CCOc1ccc(Cl)cc1CNc1nnnn1C	0	6	9	1	i	-1	i	-6	1
7	COc1ccccc1NC(=O)COC(=O)c1cc([N+](=O)[O-])ccc1N1CCCC1	-3	-4	-15	-3	i	-6	i	70*	-9
8	C=CCC1(CC=C)CCCN1C(=O)c1cc(COc2ccccc2SC)on1	7	2	-5	-3	i	6	i	32	1

Just MT1-MMP act inh, Rin1-Abl PPI inh and Rpn11 inh (3 entries from above):
# | molecule | MT1-MMP act inh | Rin1-Abl PPI inh | Rpn11 inh
6 | CCOc1ccc(Cl)cc1CNc1nnnn1C | 1 | 6 | i
7 | COc1ccccc1NC(=O)COC(=O)c1cc([N+](=O)[O-])ccc1N1CCCC1 | -3 | -4 | i
8 | C=CCC1(CC=C)CCCN1C(=O)c1cc(COc2ccccc2SC)on1 | -3 | 2 | i

More records
no.	canonical_smiles	CSN inh	Rin1-Abl PPI inh	PABP1 MLLE inh	MT1-MMP act inh	Neddylation inh	SKN-1 inh	Rpn11 inh	FAS TE block	NadD block
9	CCOCCn1c(=O)c2c(nc3n2CC(C)CN3Cc2ccccc2)n(C)c1=O (centres undefined)	-6	0	-10	1	i	2	i	-2	1
10	Nc1nc(C(=O)N2CCOCC2)nn1S(=O)(=O)c1ccccc1	-5	1	-2	-1	i	-4	i	-6	0
11	COc1ccc(Nc2ncnc3sc(C)cc23)cc1	3	3	10	-1	i	10	i	-2	4
12	C[C@H](NC(=O)c1ccccc1Cl)C(=O)OC(C(=O)Nc1cc(C(F)(F)F)ccc1Cl)c1ccccc1 (some centres undefined)	-6	3	13	1	i	-24	i	22	-9
13	CC(C)c1nc2oc3c(NCC4CCCO4)ncnc3c2c2c1CCC2 (centres undefined)	0	0	1	12	nt	-13	i	1	1
14	O=C(Nc1ccccc1C(=O)N1CCCCCC1)c1ccccc1	2	-1	16	-1	i	4	i	-3	-4
15	O=C(O)C1(C(=O)O)CCCC1	-1	-1	-1	-3	i	7	i	-9	-2
16	CCc1ccc(-n2cnc3cc(C(=O)NCC(OC)OC)ccc32)cc1	4	-1	-9	6	i	-6	i	-6	-5
17	CCc1nc(Nc2ccc3nccnc3c2)c2oc3ccccc3c2n1	-5	-4	-39	1	i	-1	i	-11	-2
18	Cc1csc(NC(=O)c2cn3ccccc3n2)n1	0	-6	-11	0	i	-2	i	-5	0
19	COc1cccc(-n2c(Cn3nc(C(F)F)cc3C(F)F)n[nH]c2=S)c1	-15	-3	-20	4	i	1	i	-10	-2
20	S=C(Nc1nc2c(s1)CCCC2)NC1CC1	4	2	16	3	i	6	i	4	-2
21	COc1ccc(CCN(C)Cc2ccc(OCc3ccccc3)c(OC)c2)cc1OC	2	3	-7	0	i	-13	i	-2	-9
22	COc1ccc(NC(=O)/C=C/c2cccc(Br)c2)cn1	-6	2	50	-14	i	4	i	4	1
23	COc1cccc(CNS(=O)(=O)c2c(C(=O)N3CCCCC3)c(C)n(C)c2C)c1	3	1	-14	4	i	7	i	-4	-3
24	Cc1ccc2c(c1)c1c3n2CCNC3CCC1 (centres undefined)	-4&-5	2&-3	-3&10	-2&-1	i	-4&3	i	-4&-1	-3&-7
25	COc1ccc(CNC(=O)C2CCCN(Cc3nc(-c4cccc(C)c4)oc3C)C2)cc1 (centres undefined)	-3	-4	-7	1	i	2	i	-2	1
26	COC(=O)c1ccccc1NC(=O)NCc1cccnc1	-1	-2	0	3	i	-10	i	-8	-2
27	Cc1nnc2ccc(N3CCCC3)nn12	-2	-20	3	-2	i	-9	i	0	6
28	COC(=O)c1cc(-c2ccc(C)cc2)n[nH]1	-2	1	-5	1	i	10	i	-8	-1
29	O=C(COC(=O)CCN=C1NS(=O)(=O)c2ccccc21)NC1CCCCCCC1	-3	0	2	1	i	3	i	-2	3
30	Cc1ccccc1N1CCN(C2CCCN(C(=O)CCN3CCCO3)C2)CC1 (centres undefined)	2	1	2	-1	i	15	i	-6	2
31	COc1ccc(C(N)c2csc(Nc3ccc(C(=O)c4ccccc4)cc3)n2)cc1 (centres undefined)	3	-16	-65	-7	i	0	i	-24	14
32	O=C(NNC(=O)c1ccncc1)Nc1ccc(Cl)cc1	0	1	36	0	i	9	i	-3	1
33	Cn1ccsc1=NC(=O)c1ccc(Cl)cc1	2	-1	-4	-1	i	43*	i	4	-2
34	CC(OC(=O)CN1C(=O)c2ccccc2C1=O)C(=O)NC1(C#N)CCCCC1 (centres undefined)	-4	1	14	3	i	6	i	-3	-2
35	C#Cc1ccc(NC(=O)C2(C)CCN2C(=O)C2(c3ccccc3)CCCC2)cc1 (centres undefined)	-4	0	7	-8	i	-2	i	26	-4
36	COc1ccccc1NC(=O)c1cc([N+](=O)[O-])ccc1NCCN1C(=O)CCC1=O	8	-2	5	0	i	-3	i	3	-3
37	Oc1c(Br)cc(Cl)cc1C=Nc1ccc(N2CCOCC2)cc1	-6	0	-45	-3	i	38	i	-3	5
38	Cc1ccc(NC(=O)CSc2nc3ccccc3c(=O)n2CCCN2CCCCC2)cc1C	4	4	11	0	i	31	i	31	-2
39	CC(C)[C@H](NC(N)=O)C(=O)Nc1cccc(S(=O)(=O)NC2=NCCCCC2)c1	6	1	4	5	i	0	i	-8	0
40	O=C(O)c1ccc(S(=O)(=O)NC2CCCCC2)cc1	-3	4	-6	6	i	-4	i	-6	3
41	Cc1ccc(C(=O)NC(=S)Nc2ccc(CN3CCOCC3)cc2)cc1	3	1	16	5	i	1	i	3	0
42	CCCCCCN1C[C@@H](n2cc(COC(=O)c3ccccc3)nn2)[C@H](O)C[C@@H]1c1ccc(C)cc1	-4	0	9	-1	i	2	i	11	-8
43	O=C(c1ccc2c(c1)C(=O)N(Cc1ccncc1)C2=O)N1CCN(S(=O)(=O)c2ccc(OC(F)(F)F)cc2)CC1	0	1	6	-3	i	-19	i	-3	2
44	COc1cc(-c2c(NC(=O)c3ccco3)oc3ccc(Cl)cc3c2=O)cc(OC)c1OC	-3	0	0	1	i	-3	i	-11	-6
45	Cc1c(NC(=S)NC(=O)c2ccc(COc3ccccc3)cc2)cccc1C(=O)O	2	0	39*	-4	i	20	i	-11	7
46	Cc1ccc(C)c2c1cc(C)c1nnc(SCC(=O)Nc3cccc(C(=O)O)c3)n12	0	2	-77	1	i	-13	i	-6	-1
47	C=CCn1c(NCc2cc(Cl)ccc2O)nc2ccccc21	4	-1	-5	4	i	4	i	22	-3
48	CCCSc1nnc2nc3c(nn12)c1ccccc1n3C	8	-19	7	0	i	7	i	2	4
49	CC1C(=O)N2CCCc3cc(NC(=O)c4ccccc4C(F)(F)F)cc1c32 (centres undefined)	-7	2	-1	4	i	-7	i	-6	0
50	CCN(CC(=O)NCc1ccc(Cl)cc1)C(=O)Cc1ccccc1[N+](=O)[O-]	1	1	-2	1	i	-3	i	-4	-2
51	Cc1ccc(S(=O)(=O)NCCC2=CCCCC2)cc1	3	-3	18	-2	i	5	i	10	-6
52	CCSc1nnc(NC(=O)CSc2nnc(Cc3cccn3C)n2-c2ccc(F)cc2)s1	-1	-2	0	-5	i	-15	i	-5	1
53	C/C(=N\Nc1nc2c(s1)CCCC2)c1ccccc1	3	-2	6	3	i	15	i	11	-5
54	CSc1ccccc1C(=O)NCc1ccc(S(N)(=O)=O)cc1	1	0	-46	2	i	16	i	-12	-5
55	CC1(NC(=O)c2cc(S(=O)(=O)N3CCCCC3)ccc2Cl)CCS(=O)(=O)C1 (centres undefined)	0	1	-2	2	i	-1	i	-8	11
56	COc1ccc(C(=O)CC(=O)C(=O)Nc2ccccc2Cl)cc1	-1	2	-2	4	i	-3	i	-4	4
57	COc1ccc(C(=O)N2CCC(C(=O)Nc3ccc(OC)c(OC)c3)CC2)cc1	-1	-1	-5	-1	i	23	i	-9	0
58	c1ccc(-c2nnc(NC3=NCCC3)o2)cc1	-1	-2	0	0	i	-6	i	0	-3
59	Cc1ccccc1N1C(=O)c2sc3nc4c(c(=O)n3c2C1=O)CCC4	0	-5	15	-4	i	1	i	8	5
60	COc1ccccc1NC(=O)CCCN1C(=O)C2CC=CCC2C1=O (centres undefined)	-1	1	-1	-2	i	23	i	-3	-5
61	CN1CCN(C2=C(NS(=O)(=O)c3ccccc3)C(=O)c3ccccc3C2=O)CC1	-1	-1	31	2	i	6	i	-3	-2
62	COC(=O)C1=C(C)NC(C)=C(C(=O)OC)C1c1ccc(OC(=O)c2ccco2)cc1	-5	-1	-3	4	nt	35*	i	3	-7
63	Cc1cccc(C)c1N1CCN(S(=O)(=O)N2CCCCC2)CC1	-3	1	3	-1	i	4	i	20	-1
64	CS(=O)(=O)N1CCC(C(=O)Nc2ccc(Cl)cc2Cl)CC1	-1	-1	1	4	i	11	i	-8	-1

Next section.
no.	canonical_smiles	CSN inh	Rin1-Abl PPI inh	PABP1 MLLE inh	MT1-MMP act inh	Neddylation inh	SKN-1 inh	Rpn11 inh	FAS TE block	NadD block
65	COc1ccc(C(C#N)N2CCCCCC2)cc1OC (centres undefined)	-3	-2	14	-13	i	-20	i	-6	9
66	O=c1c2ccccc2nc(/C=C/c2ccccc2)n1CCc1ccccc1	-8	1	0	-1	i	0	i	-12	2
67	Cc1cc(C(C#N)c2cccc(Cl)c2)n2ncnc2n1 (centres undefined)	4	-1	10	8	i	-2	i	7	7
68	CC(=O)C1=C(C)OC(N)=C(C#N)C1c1ccco1 (centres undefined)	-8	-1	17	-15	i	37*	i	-11	0
69	O=C(COc1ccc(S(=O)(=O)NC2CCCCC2)cc1)NCC1CCCO1 (centres undefined)	7	-1	-5	2	i	5	i	-5	-2
70	O=C(/C=C/c1cccc(Cl)c1Cl)OCC(=O)N1CCOCC1	3	0	-1	0	i	3	i	-1	-6
